# Assay outcomes (PubChem)
# NadD block: NadD (S. aureus) enzyme inhibition; purified NadD enzyme, colorimetric absorbance read-out; 0.78% of 360,000 active; AID 602399; inhibition, % at 20 µM; in the data active = inhibition above about 26%; also: some compounds past the cut are filed as inactive
# LMPTP inh: blocks human LMPTP phosphatase; P24666; inhibition, % at 20 µM; recombinant LMPTP-A, OMFP fluorogenic substrate, fluorescence intensity; AID 651560; 0.22% of 360,000 active;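 active = compounds that cut the enzyme signal by at least half of the control window in the single-dose screen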;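 also: plate controls were DMSO wells with enzyme plus substrate for no effect and substrate without enzyme for full effect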
#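 Test system – LMPTP-A phosphatase enzyme · Quantity – 0.625 nM LMPTP-A final · Reagent – OMFP substrate, 400 µM final · Dosing – one test concentration per compound, 20 µM, with 3% DMSO overall · Timing – 50 min enzyme reaction at room temperature, protected from light · Detection – fluorescence intensity · Controls – substrate-only low control, DMSO enzyme-plus-substrate high control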
# STEP inh: STEP (human) phosphatase inhibition; inhibition, % at 20 µM; P54829; 0.25% of 360,000 active; recombinant STEP, OMFP fluorogenic substrate, fluorescence;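 active = inhibition at 20 µM, scaled per plate between control wells, above about 37%, limit read from the data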;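 also: 0% = DMSO with enzyme and substrate and 100% = substrate only without enzyme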
#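 Material: STEP (striatal-enriched tyrosine phosphatase) enzyme, cell-free; Compound dosing: 20 µM single dose in 1% DMSO; Technique: fluorescence read at 480 nm ex / 540 nm em; Times: reaction 20 min, ambient temperature; Medium: 50 mM Bis-Tris pH 6.0 with 2.5 mM DTT and 0.005% Tween 20; Also added: OMFP at 25 µM.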
# CendR NRP1 mod: alters CendR peptide binding to human NRP-1. O14786. FAM-RPARPAR peptide binding to NRP-1, fluorescence polarization. inhibition, % at 25 µM. 0.85% of 360,000 active;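 active = inhibition or corrected inhibition above about 18%, plus a signal ratio from 0.5 to 1.5, limit read from the data, passing the limit was not always enough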; also: strong numbers were not always called active
# Target sequence (O14786 whole entry, looked up): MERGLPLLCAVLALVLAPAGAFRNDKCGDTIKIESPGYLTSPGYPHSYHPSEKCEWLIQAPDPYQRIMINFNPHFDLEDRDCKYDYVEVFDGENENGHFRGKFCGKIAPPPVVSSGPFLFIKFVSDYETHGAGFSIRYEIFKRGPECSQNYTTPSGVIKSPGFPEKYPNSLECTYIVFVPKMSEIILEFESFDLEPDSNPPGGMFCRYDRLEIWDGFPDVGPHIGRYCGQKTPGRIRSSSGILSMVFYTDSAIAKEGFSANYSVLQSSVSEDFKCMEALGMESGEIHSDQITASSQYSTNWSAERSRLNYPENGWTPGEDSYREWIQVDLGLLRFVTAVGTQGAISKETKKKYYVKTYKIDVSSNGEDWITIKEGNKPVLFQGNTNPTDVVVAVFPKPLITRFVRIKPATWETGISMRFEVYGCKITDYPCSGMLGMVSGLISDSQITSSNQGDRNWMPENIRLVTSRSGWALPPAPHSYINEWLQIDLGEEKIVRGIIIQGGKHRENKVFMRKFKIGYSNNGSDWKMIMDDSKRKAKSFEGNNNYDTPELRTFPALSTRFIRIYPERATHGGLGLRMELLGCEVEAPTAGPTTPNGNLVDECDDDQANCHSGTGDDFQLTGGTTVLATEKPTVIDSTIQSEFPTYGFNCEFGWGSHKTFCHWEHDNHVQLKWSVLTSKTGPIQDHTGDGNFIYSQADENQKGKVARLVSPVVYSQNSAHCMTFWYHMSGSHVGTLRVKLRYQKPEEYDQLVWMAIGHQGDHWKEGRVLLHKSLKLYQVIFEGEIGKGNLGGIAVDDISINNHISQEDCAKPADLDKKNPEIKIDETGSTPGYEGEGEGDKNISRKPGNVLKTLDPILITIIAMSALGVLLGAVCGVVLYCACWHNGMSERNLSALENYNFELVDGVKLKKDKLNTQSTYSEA
# SKN-1 inh: inhibitors of C. elegans SKN-1; 0.49% of 360,000 active; AID 624304; C. elegans VP596 Pgst-4::GFP/RFP ratio, acrylamide-induced, 24 h; inhibition, % at 21.8 µM;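 active = interference check ratio from 0.5 to 1.5 plus GFP to RFP signal ratio inhibition reaching or exceeding a fixed threshold, cut at about 30% in these data, passing the limit was not always enough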; also: some compounds called inactive have numbers as strong as hits
# DNMT1 block: blocks human DNA methyltransferase DNMT1; DNMT1 molecular beacon, Hinp1I cleavage, fluorescence; inhibition (reported as % activation of signal), % at 10 µM; AID 588458; 0.83% of 360,000 active; P26358; in the data active = inhibition above about 50%
# Scp1 inh: inhibitors of human Scp-1 phosphatase. Q9GZU7. Recombinant Scp1, phosphopeptide, malachite green phosphate absorbance. inhibition, % at 20 µM. 0.88% of 340,000 active;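 active = inhibition above about 50% at 20 µM, limit read from the data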;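 also: plate controls were DMSO wells with enzyme for no effect and wells lacking enzyme for full effect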
# Target sequence (Q9GZU7 76-261 limits assumed): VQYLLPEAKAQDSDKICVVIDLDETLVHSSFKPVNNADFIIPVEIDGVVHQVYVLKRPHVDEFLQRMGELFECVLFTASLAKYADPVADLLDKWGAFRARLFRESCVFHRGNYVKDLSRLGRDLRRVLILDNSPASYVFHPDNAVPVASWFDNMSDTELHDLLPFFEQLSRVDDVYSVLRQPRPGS
#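 Material: truncated SCP-1 phosphatase (76-261aa) / Buffer or medium: 50 mM Tris acetate pH 5.5, 0.005% Tween-20, 10 mM MgCl2 / Compound dosing: one concentration, 20 µM, with 1.0% DMSO / Incubation: 45 min room-temperature reaction, 5 min colour, 30 min stabiliser / Detection: colorimetric free-phosphate detection, absorbance 630 nm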
# SUMO1-SIM PPI: alters human SUMO1 binding to SIM partners | 0.33% of 360,000 active | SUMO1 binding to a labelled peptide, TR-FRET, 1 h | P63165 | AID 602429 | inhibition, % at 20 µM; in the data active = inhibition above about 37%
# Rpn11 block: inhibitors of human proteasome Rpn11; human 26S proteasome, Ub4-pepOG fluorescence polarization; 20S core pre-blocked with epoxomicin; O00487; 0.59% of 360,000 active; calls only at 20 µM;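 active = inhibition at 20 µM, scaled to each plate's controls, above about 33%, limit read from the data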
# MT1-MMP act inh: blocks activation of human MT1-MMP; AID 651647; P50281; 0.061% of 360,000 active; HT1080 RFP-PRO-GFP cells, GFP/RFP ratio fluorescence, overnight; percent of plate control window, DMSO zero; GFP/RFP ratio change, % at 20 µM;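 active = GFP/RFP ratio change of at least 30% with cell ATP level not reduced by more than half and red fluorescence within 50% of control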; also: strong numbers were not always called active
#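 Assay system: RFP-PRO-GFP reporter HT1080 cells; read-out basis: GFP/RFP fluorescence ratio; benchmarks: DMSO wells and RFP-L50D-GFP cells; doses: 20 µM single dose, 1% DMSO; schedule: overnight cell settling, then overnight compound exposure, 37 °C, 5% CO2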
# Numbers without * were called inactive; i = inactive; nt = not tested or not shown.
SMILES,NadD block,LMPTP inh,STEP inh,CendR NRP1 mod,SKN-1 inh,DNMT1 block,Scp1 inh,SUMO1-SIM PPI,Rpn11 block,MT1-MMP act inh
CCOc1cc(S(=O)(=O)Nc2ccncc2)ccc1F,-2,-2.5,0,-6,3,-2,-5,0,i,2
CCc1ccccc1NC(=O)CSc1nc(C)c(C)o1,-1,-1.7,-3,17,17,0,-7,4,i,1
Cc1ccc(C(=O)NC2CCCCC2)cc1S(=O)(=O)N1CCCC1,4,-1.3,1,4,6,1,-20,3,i,2
O=C(CN1CCOCC1)NN=C1CCCCCCCCCCC1,4,-1.1,2,11,11,13,-2,0,i,-6
COc1cccc(COC(=O)C2CCN(S(=O)(=O)c3cccs3)CC2)c1OC,-7,1.6,1,3,16,1,-11,5,i,3
CNC[C@H](CC1CCCCC1)NC[C@H](CO)NCC1(c2ccccc2)CC1,-6,-1.6,-4,17,4,-2,0,-3,i,5
CCOc1ccc(CC2c3cc(OCC)c(OCC)cc3CCN2C(=O)c2cc(OC)c(OC)c(OC)c2)cc1OCC (stereo not given),1,0.5,2,-1,12,4,-6,-1,i,0
Cc1ccccc1NC(=O)c1cc2ccccc2o1,-2,-1.2,-1,3,1,-1,-5,4,i,2
Cc1nc(-c2ccc(F)cc2)c(CC(=O)N(C)CC(=O)Nc2ccccc2Br)s1,-1,-8.5,-1,-3,4,-1,-3,-41,i,9
COC(=O)c1cc(NS(=O)(=O)c2ccc(NC(C)=O)cc2)cc(C(=O)OC)c1,-4,-1.4,-1,0,27,-2,-5,2,i,6
CCCCc1ccc(NC(=S)NCc2cccc(OC)c2)cc1,-2,3.3,10,4,-13,1,-1,4,i,0
O=C(Nc1ccccc1Cl)N1CCCN(c2nc(-c3ccccc3)ns2)CC1,-5,1.6,-1,-5,1,12,-8,4,i,0

# As entered above:
# Value for COc1cccc(COC(=O)C2CCN(S(=O)(=O)c3cccs3)CC2)c1OC in MT1-MMP act inh: 3
# Value for CCOc1ccc(CC2c3cc(OCC)c(OCC)cc3CCN2C(=O)c2cc(OC)c(OC)c(OC)c2)cc1OCC (stereo not given) in SUMO1-SIM PPI: -1
# Value for CCOc1cc(S(=O)(=O)Nc2ccncc2)ccc1F in LMPTP inh: -2.5
# Value for CCc1ccccc1NC(=O)CSc1nc(C)c(C)o1 in SUMO1-SIM PPI: 4

# The listing picks up, repeating the two entries before the break.
SMILES,NadD block,LMPTP inh,STEP inh,CendR NRP1 mod,SKN-1 inh,DNMT1 block,Scp1 inh,SUMO1-SIM PPI,Rpn11 block,MT1-MMP act inh
CCCCc1ccc(NC(=S)NCc2cccc(OC)c2)cc1,-2,3.3,10,4,-13,1,-1,4,i,0
O=C(Nc1ccccc1Cl)N1CCCN(c2nc(-c3ccccc3)ns2)CC1,-5,1.6,-1,-5,1,12,-8,4,i,0
CC(C)(C)NC(=O)C1c2ccccc2Oc2ccccc21,8,-0.6,1,8,-14,-1,-4,0,i,4
CCCn1c(C(C)Nc2nc(-c3cc(Cl)c(N)c(Cl)c3)cs2)nc2cc(Cl)c(N3CCCCC3)cc21 (stereo not given),33*,2.4,3,-8,14,-6,-2,5,i,-21
C=CCNC(=O)CC(=O)N/N=C/c1ccccc1F,6,-1.3,-5,-1,2,12,-7,-4,i,0
Clc1ccc(CN2CCC(Cc3ccccc3)CC2)cc1,1,-0.7,-2,10,-6,1,9,2,i,1
CCCCN(C)CCCNC(=O)CCn1nc(-c2ccccc2)ccc1=O,-2,-0.7,5,-2,-10,-9,-8,1,i,0
O=c1[nH]nc2c3ccccc3cnn12,0,-0.1,-2,-4,24,1,0,0,i,0
Cc1ccc(C)c(N2CCN(CCCNC(=O)Cn3cc4c(n3)CCC(C)C4)CC2)c1 (stereo not given),1,-1.2,1,-10,-11,-1,-8,0,i,5
CN1CCN(Cc2oc(CO)cc(=O)c2O)CC1,5,-2.9,1,-18,4,0,3,0,i,-1
Cc1ccc(C(=O)N2CCN(C(=O)CN3CCCC3)C2)cc1,3,-1.5,3,8,-3,0,0,0,i,3
CCOC(=O)C1=CNS(=O)(=O)NC1c1ccc2ccccc2c1 (stereo not given),0,-1.7,-1,-11,-7,1,4,-2,i,1
COc1cccc(CNC(=O)[C@@H]2CCCN2C(=O)[C@H]2CCCCN2)c1,-1,0.3,nt,-1,-1,nt,nt,-3,nt,-1
O=C(COC(=O)c1cccc(S(=O)(=O)N2CCc3ccccc32)c1)Nc1ncc(Cl)cc1Cl,14,2.9,2,-1,0,7,27,4,i,-1
CCCCC(=O)NC(NC(=O)CCCC)c1ccc(OCCC)c(OC)c1,1,-0.6,-1,12,-13,4,6,2,i,4
CCN(CC(=O)NCc1cccs1)S(=O)(=O)c1ccc([N+](=O)[O-])cc1,-5,-1.3,-2,18,-17,6,-2,-38,i,-2
CCn1c(NCc2ccco2)nc2c1c(=O)n(C)c(=O)n2C,-2,-0.4,3,2,3,-1,-5,1,i,5
COc1ccc(OC)c(C(c2nnnn2C2CCCC2)N2CCN(c3ccccc3F)CC2)c1 (stereo not given),0,0.9,8,1,2,-4,4,-2,i,-8
O=C1/C(=C\c2ccc(-c3ccccc3Cl)o2)SC(=S)N1CC1CCCO1 (stereo not given),10,5.2,-2,-63,3,2,8,-20,i,-147
O=C(NCC1CCCO1)C1CCN(S(=O)(=O)N2CCCC2)CC1 (stereo not given),0,-0.5,-2,-7,5,1,-11,-2,i,-8
Cc1ccc(C(=O)N/C(=C\c2ccc(Br)cc2)c2nc(=S)[nH][nH]2)cc1,15,2.5,-4,-15,5,-12,-10,-20,i,3
C=CCN(Cc1cc(OC)ccc1OC)C(=O)c1cc2ccc(OC)cc2[nH]1,-10,0.8,1,-4,16,-4,-13,-1,i,-2
COc1ccc(Cl)cc1NC(=O)CN(C)C(=O)C1CCN(C(=O)Nc2ccccc2)CC1,-4,-0.5,0,4,-7,4,-5,0,i,-5
COc1ccc(CCNc2oc(-c3cccc4ccccc34)nc2P(=O)(OC)OC)cc1OC,3,1.0,1,-1,-3,-5,-8,-3,i,-2
O=C(Cn1cnc2c(oc3ccccc32)c1=O)NCc1ccccc1,0,-2.2,3,-6,-3,1,-7,-3,i,3
Cc1c(CC(=O)O)c(=O)oc2c(C)c3occ(-c4ccccc4)c3cc12,4,0.6,6,45*,5,1,10,18,i,2
COc1cccc(C2=NN(C(=O)CCCC(=O)O)C(c3cccs3)C2)c1 (stereo not given),-1,-0.8,-2,-7,4,-2,-1,1,i,0
COc1ccnc(Nc2ccc(C)c(C)c2)c1C#N,3,-0.6,-3,0,-3,-1,3,-1,i,-2
COc1ccccc1C(=O)NC(CCSC)C(=O)NC1CCCCCC1 (stereo not given),0,0.7,0,1,24,0,0,-2,i,-3
C[C@@H]1CN([C@@H](C)CO)C(=O)c2cc(N(C)C)ccc2O[C@@H](C)CCCCO[C@@H]1CN(C)S(=O)(=O)c1cccs1,1,-0.8,-1,11,4,5,nt,11,i,-1
CN(C)S(=O)(=O)Oc1ccsc1C(=O)Nc1cccc(Cl)c1,-11,0.1,-2,9,-5,-6,-10,-4,i,1
O=C(O)CCc1nn2c3ccccc3n(CC(=O)c3ccccc3)c2nc1=O,-10,-0.2,1,5,-46,-1,0,0,i,0
O=C(NCCCN1CCCCC1)c1ccc2c(c1)ncn2C1CCCC1,-5,-2.8,-2,7,17,0,-3,-2,i,-1
CCCCC(=O)NCc1ccc(Cl)cc1,-1,-0.4,-2,-6,-6,-2,-2,0,i,2
Cc1ccc(C(=O)OC2=CC(=O)CC(C)(C)C2)cc1,0,1.0,0,-5,11,9,-14,1,i,0
CNc1nc(Nc2ccc(C)c(Cl)c2)nc(N)c1[N+](=O)[O-],7,-0.3,0,-6,15,2,0,0,i,0
O=C(Nc1ccccc1O)c1ccc(NS(=O)(=O)c2cccc3cccnc23)cc1,3,1.4,1,-36,11,-5,-4,9,i,18
CC(=O)Nc1ccc(S(=O)(=O)NCCC(=O)OCC(=O)N2CCN(C(=O)c3ccco3)CC2)cc1,1,-2.5,0,5,16,12,77*,3,i,3
C[C@@H]1CN([C@H](C)CO)C(=O)CCCn2nncc2CO[C@H]1CN(C)C(=O)c1ccc2ccn(C)c2c1,2,-0.5,-2,6,-1,5,nt,16,i,3
Cc1nn(C)c(C(=O)N2CCc3ccccc32)c1Br,-1,0.4,-1,-1,-9,-5,-5,-5,i,2
Cc1cccc(NC(=O)CN2CCCCCC2)c1,0,-0.7,1,4,8,1,2,2,i,-3
CC(=O)c1c(C(C)=O)c(C)n(-c2ccc(O)cc2)c1C,-1,-2.0,3,0,-15,1,-8,-1,i,-5
CCOC(=O)c1c(-c2ccc(C)o2)csc1NC(=O)COC(=O)c1cccs1,26,4.7,5,-14,14,-5,-8,-1,i,5
CN(CC(=O)Nc1ccc(Cl)cc1)C(=O)CNC(=O)Cc1cccc2ccccc12,-3,0.5,-2,-1,-4,-4,1,-1,i,7
COC(=O)Cn1cnc2c(C#N)c3n(c2c1=O)CCCC3,-1,-1.0,15,-8,16,-1,0,2,i,-1
O=C(NCc1ccccc1)C1CC(=O)N(C2CCCCCC2)C1 (stereo not given),0,-2.3,-1,0,1,2,-1,-1,i,8
Cc1nnc(SCC(=O)N2CCc3ccccc32)n1-c1ccccc1,8,-0.9,1,-6,-10,-1,0,-3,i,1
C/C(=N\NC(=O)c1ccc(CSc2nc(C)cc(C)n2)cc1)C1CCCCC1,5,-1.7,0,1,-7,-7,4,2,i,4
O=C(c1ccc(F)cc1)N1CCC(n2nnc3ccccc32)CC1,-5,-1.5,4,-5,-12,0,-13,-2,i,-5
COc1ccc(/C=N/NC(=O)c2cc(C)oc2C)cc1OCc1ccccc1,-6,3.3,0,-2,20,-4,-10,-9,i,5
COc1ccc(N2CCN(C(=O)c3[nH]c(C(F)(F)F)nc3-c3ccccc3)CC2)cc1,-6,-1.6,1,4,5,-4,nt,11,i,8
CC(C)(C)C(=O)N=C1SC2CS(=O)(=O)CC2N1c1ccc2c(c1)OCO2 (stereo not given),3,-0.4,1,-3,-1,8,-9,-3,i,3
COn1c(C)c(C(C)=O)c2c3no[n+]([O-])c3ccc21,-3,-5.9,3,1,-7,12,-5,-5,i,-5
COc1ccc2[nH]c(=O)c(NC(N)=S)nc2c1,4,-0.9,0,4,7,0,-6,-11,i,1
COc1ccc(NC(=O)C(=S)N2CCCC2)cc1,1,-0.5,1,1,0,0,-3,-3,i,-1
O=C(c1cccs1)N1C[C@@H](n2cc(C3CC3)nn2)[C@H](O)C[C@@H]1c1ccccc1,-1,-0.4,-1,7,16,4,nt,5,i,0
